# D2 ag = agonists of human D2 dopamine receptor | P14416 | 0.53% of 340,000 active | activation, % at 2 µM | HEK293 T-REx D2 cells, calcium flux agonist mode;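 active = activation over 3 SD above normal in the single-dose calcium agonist read, cut at about 30% in these data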; also: 0% is about no effect
# Target sequence (P14416 whole entry, looked up): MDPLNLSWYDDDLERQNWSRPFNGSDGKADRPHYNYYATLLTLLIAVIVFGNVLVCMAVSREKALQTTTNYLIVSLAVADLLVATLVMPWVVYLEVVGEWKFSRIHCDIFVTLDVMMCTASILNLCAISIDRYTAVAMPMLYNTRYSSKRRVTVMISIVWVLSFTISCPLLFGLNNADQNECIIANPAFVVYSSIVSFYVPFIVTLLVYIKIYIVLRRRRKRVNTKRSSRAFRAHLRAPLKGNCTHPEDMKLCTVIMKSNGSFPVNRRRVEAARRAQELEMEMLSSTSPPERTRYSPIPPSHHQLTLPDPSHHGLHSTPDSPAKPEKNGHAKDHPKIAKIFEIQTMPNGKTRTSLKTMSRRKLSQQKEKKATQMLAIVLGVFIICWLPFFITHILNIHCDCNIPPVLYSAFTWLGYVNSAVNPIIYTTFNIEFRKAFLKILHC
#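 Agonism scored from kinetic calcium signal (1 read/sec, 180 s) following compound pin transfer, after a 10 s baseline. Cells: HEK293 Trex line expressing inducible D2 receptor coupled to calcium, dye-loaded after overnight culture at 30 C.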
# TRHR agonist = activates the human TRH receptor. P34981. TRHR cells, calcium flux fluo-8, FDSS agonist mode. activation, % at 2 µM. 0.18% of 360,000 active. AID 493084; in the data active = activation above about 30%; also: 0% is about no effect
#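 Read-out: compound-evoked intracellular calcium rise in TRHR cells, fluo-8 dye, kinetic FDSS fluorescence at 1 s/cycle following a 10-cycle baseline. Cells cultured overnight before dye loading (30 min–1.5 h, RT).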
# Pin1 inhibitor = inhibitors of human Pin1. Q13526. Pin1 FP peptide displacement, HiFluor488, 10 min. Potency, µM (titrated, usually from 115 µM), for the others: at the top dose activity, negative = inhibition, most hits filed as inhibitors. 0.009% of 390,000 active; active = well fitted inhibition curve with a large enough effect in the polarisation, with a control signal flat, not every such curve was filed as active; inconclusive = small, poorly fitted or top-dose-only effect, or effect the other way, or a change in a side signal; inactive = no such curve, though single readings can be large or run the other way; the % refers to the polarisation; also: potency is read from the fitted curve at half-maximal effect; % is scaled to controls: 0 for no effect and ±100 for the full control effect
# TRHR PAM = allosteric enhancers of human TRH receptor. P34981. TRHR cells, fluo-8 calcium fluorescence, EC20 TRH enhancement. enhancement, % at 2 µM. 0.66% of 360,000 active; in the data active = enhancement above about 30%; also: 0% is about no effect
#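 Enhancer read-out: after compound pinning and an initial kinetic agonist-mode read, an EC20 of TRH (10 nM final) was injected and fluo-8 calcium signal (Ex 480/Em 530) followed at 1 s/cycle for 100 cycles in TRHR-expressing cells.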
# D2 antagonist = antagonizes the human D2 dopamine receptor; 2% of 340,000 active; P14416; inhibition, % at 10 µM; HEK293 TREx D2 cells, calcium flux, dopamine EC80; in the data active = inhibition above about 30%; also: 0% is about no effect
#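 Compounds are added to dye-loaded, induced HEK293 T-REx cells coupled to calcium release via D2; after a 3 min kinetic read an EC80 dopamine stimulus is given and fluorescence is recorded for 3 more min.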
# IDH1 R132H inh = blocks human mutant IDH1 R132H enzyme. O75874. 0.093% of 390,000 active. Potency, µM (highest dose often 76.6 µM), for inactives: top-dose activity change, negative = inhibition, actives largely listed as inhibitors. IDH1-R132H enzyme, NADPH consumption, diaphorase/resazurin fluorescence. AID 602179; also: potency is read from the fitted curve at half-maximal effect; % is scaled to controls: 0 for no effect and ±100 for the full control effect; nearly all actives have a fitted effect of over 65% in size
#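 IDH1-R132H (0.5 ug/mL) preincubated 30 min with compound, then NADPH (0.016 mM) and alpha-KG (2 mM) added; 80 min at RT, pH 7.5. Remaining NADPH coupled via diaphorase/resazurin to fluorescence (540/590 nm); concentration-response curves normalized to no-enzyme control.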
# USP1 inh = blocks the human USP1/UAF1 deubiquitinase complex; O94782; recombinant USP1/UAF1, Ub-Rhodamine cleavage fluorescence; Potency, µM (top dose mostly 57.1 µM), inactives show top-dose activity change, negative = inhibition, actives largely listed as inhibitors; 0.23% of 390,000 active; AID 743255; also: potency is read from the fitted curve at half-maximal effect; % is scaled to controls: 0 for no effect and ±100 for the full control effect; nearly all actives have a fitted effect of over 60% in size; inactives centre near -12
#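 USP1/UAF1 complex at 1 nM was preincubated with compound for 15 min at room temperature, then Ub-Rho substrate (150nM final) was added. Fluorescence (480/540 nm) was read kinetically, 6 reads every 60 seconds.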
# TrxR1 substrate = is turned over as a substrate by rat TrxR1; Potency, µM (top dose mostly 114 µM), inactives show at the highest dose activity change, negative = substrate turnover; 0.01% of 390,000 active; purified TrxR1 substrate turnover, NADPH consumption readout; O89049; also: potency is read from the fitted curve at half-maximal effect; % is scaled to controls: 0 for no effect and ±100 for the full control effect; nearly all actives have a fitted effect of over 50% in size
# Target sequence (O89049 whole entry, looked up): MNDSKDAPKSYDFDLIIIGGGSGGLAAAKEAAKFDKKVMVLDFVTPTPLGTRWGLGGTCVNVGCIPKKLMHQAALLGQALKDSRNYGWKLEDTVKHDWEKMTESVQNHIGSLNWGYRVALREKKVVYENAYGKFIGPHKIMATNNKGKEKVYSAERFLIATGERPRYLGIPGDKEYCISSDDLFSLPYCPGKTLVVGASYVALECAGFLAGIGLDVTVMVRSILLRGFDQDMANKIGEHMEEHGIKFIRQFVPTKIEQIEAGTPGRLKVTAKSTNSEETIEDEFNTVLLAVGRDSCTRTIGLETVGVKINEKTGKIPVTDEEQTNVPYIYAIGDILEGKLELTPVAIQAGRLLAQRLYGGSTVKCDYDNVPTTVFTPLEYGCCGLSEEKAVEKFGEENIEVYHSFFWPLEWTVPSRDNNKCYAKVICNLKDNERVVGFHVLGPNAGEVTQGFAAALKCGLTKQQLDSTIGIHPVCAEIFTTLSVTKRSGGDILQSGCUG
#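 Rat TrxR1, dispensed at 90 nM, was prereduced with 400 uM NADPH (final) for 5 min at ~22 deg C, then incubated with compound 15 min before 400 uM selenite. A first-read NADPH fluorescence drop versus no-compound background flagged substrates.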
# TrxR1 inh = rat TrxR1 inhibition | recombinant rTrxR1, NADPH fluorescence consumption, selenite substrate | Potency, µM (series often up to 114 µM), inactives show at the top dose activity change, negative = inhibition, hits mostly inhibitors | O89049 | 1% of 390,000 active; also: potency is read from the fitted curve at half-maximal effect; % is scaled to controls: 0 for no effect and ±100 for the full control effect; nearly all actives have a fitted effect of over 65% in size
#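 Rat TrxR1 (90 nM in the dispensed reagent) was pre-reduced with 400 uM NADPH for 5 min at room temperature, then incubated with compound for 15 min. After 400 uM selenite was added, NADPH fluorescence (Ex 340/Em 450 nm) was followed for 8 min.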
# Starred values were filed as active, the others as inactive; ? = inconclusive; / = no result given; [ ] = another dose, or the depositor's remark. Unless noted, calls follow the shape of the dose curve; as a rule, active = well fitted inhibition curve with a large enough effect; inconclusive = small, poorly fitted or top-dose-only effect; inactive = no such curve, though single readings can be large or run the other way. An excerpt; count on the stated rates, not on these rows.
SMILES,D2 ag,TRHR agonist,Pin1 inhibitor,TRHR PAM,D2 antagonist,IDH1 R132H inh,USP1 inh,TrxR1 substrate,TrxR1 inh
C[C@H](CO)N1C[C@H](C)[C@@H](CN(C)C(=O)Nc2ccc3c(c2)OCO3)Oc2c(NC(=O)Nc3ccc4c(c3)OCO4)cccc2C1=O,/,/,?,/,/,-6%,-30%,-4%[57.1 µM],0%[57.1 µM]
Cc1[nH]c2ccc(-c3n[nH]c(=S)n3Cc3ccccc3)cc2c1C,9.1,2.3,-3%,4,0,2%,-14%,3%,-26%
Cc1ccc(C(=O)NC2CCN(C(=O)N3CCOCC3)CC2)cc1,0.2,0.2,3%,7,7,3%,-21%,-5%,10%
O=C1CC(c2ccccc2)C(c2ccccc2)=NN1 (stereo not drawn),/,/,-2%,/,/,4%,-12%,-10%[57.1 µM],6%[2.29 µM]
CC(C)(C)C(=O)Nc1ccc(NC(=O)c2ccco2)nc1,-0.1,1.2,-4%,-4,-8,-5%,-26%,3%,27%
COc1ccc(-c2n[nH]c(C)c2-c2cnn(-c3ccccc3)c2)c(O)c1C,-0.2,0.1,?,-1,0,-4%,-15%,-6%,9%
COc1ccc(NC(=O)C2=C(C)Nc3ncnn3C2c2ccc(C)o2)cc1 (stereo not drawn),-0.7,0.4,2%,25,/,-15%,-14%,6%[57.1 µM],22%[57.1 µM]
COc1ccc(-c2csc(-c3ccc(C(=O)O)cc3)n2)cc1,0.5,-2.1,1%,-3,3,-7%,-10%,70%[activator],5%
O=C(CNc1cccc(F)c1)N1CCc2ccccc2C1,0.4,-0.1,-1%,-11,2,-10%,-12%,0%,12%
Cc1ccccc1NS(=O)(=O)c1c(C(=O)N2CCCCCC2)c(C)n(C)c1C,0.0,0.2,-3%,-5,-1,0%,-17%,3%,14%
Cc1nc2sc(C(=O)Nc3ccc(F)cc3)c(N)c2c(-c2ccc(Br)cc2)c1C(=O)Nc1ccc(Cl)cc1,-0.5,-0.5,?,-3,/,-11%,?,6%[2.29 µM],28%
Cc1ccc(C(C)C)cc1OCCCCN1CCCC1,-0.9,0.0,4%,0,-5,3%,-9%,4%,8%
Oc1ccc2ccccc2c1/C=N/Nc1ccccc1,-1.0,-0.2,?,-2,-1,19%,-22%,-11%,?
COc1ccc2c(c1)C1CC(C)(NC(=O)C1S(=O)(=O)c1ccc(F)cc1)O2 (stereo not drawn),0.3,-0.6,4%,4,3,15%,-17%,10%,36%[11.4 µM]
CC(C)(C)CC(C)(C)NC(=O)/C=C/C(=O)O,0.1,0.5,4%,2,-10,5%,6%,-4%[57.1 µM],2%[57.1 µM]
COC(=O)c1ccccc1NC(=O)CN1CCC(C(=O)c2ccc3c(c2)OCCO3)CC1,-1.5,-0.1,27%,10,5,1%,-16%,3%[57.1 µM],11%[57.1 µM]
Cc1nn(Cc2ccc(F)cc2)c(C)c1NC(=O)c1cccnc1Cl,1.8,0.4,-14%,-2,-10,2%,4%,-1%,-15%[57.1 µM]
Cc1cccc(CNC(=O)CCCN2C(=O)c3cccnc3Oc3ccccc32)c1,-1.5,-0.4,-1%,9,/,-16%,-8%,1%,15%
C/C(=C/C#N)Nc1ccc(C)cc1,3.3,0.7,-5%,9,2,14%,-10%,0%,-13%
COc1ccc(-c2csc(N3CCN(S(=O)(=O)c4ccc5c(c4)NC(=O)CO5)CC3)n2)cc1,-0.1,0.2,15%,-8,9,-3%,-16%,5%,23%
COc1ccc(C/C(N)=N/OC(=O)C(c2ccccc2)c2ccccc2)cc1OC,1.0,1.6,3%,-6,-17,-2%,-16%,6%,12%
CCc1nnc(NC(=O)COc2ccc3ccccc3c2)s1,0.4,9.7,8%,1,4,-7%,-7%,-5%[57.1 µM],2%[57.1 µM]
CCCOc1ccc(/C=C/C(=O)Nc2ccc([N+](=O)[O-])cc2C)cc1OC,/,-0.8,-1%,-1,/,-3%,-20%,-7%,-4%
Cc1ccc(-n2c(=O)c3cccnc3n2CC(=O)Nc2cc(C)cc(C)c2)cc1,0.8,0.2,5%,-4,/,5%,-10%,6%[57.1 µM],21%[57.1 µM]

# Some entries already given with just TRHR agonist, USP1 inh and D2 antagonist.
SMILES | TRHR agonist | USP1 inh | D2 antagonist
Cc1cccc(CNC(=O)CCCN2C(=O)c3cccnc3Oc3ccccc32)c1 | -0.4 | -8% | /
C/C(=C/C#N)Nc1ccc(C)cc1 | 0.7 | -10% | 2
COc1ccc(-c2csc(N3CCN(S(=O)(=O)c4ccc5c(c4)NC(=O)CO5)CC3)n2)cc1 | 0.2 | -16% | 9
COc1ccc(C/C(N)=N/OC(=O)C(c2ccccc2)c2ccccc2)cc1OC | 1.6 | -16% | -17

# (more compounds)
SMILES,D2 ag,TRHR agonist,Pin1 inhibitor,TRHR PAM,D2 antagonist,IDH1 R132H inh,USP1 inh,TrxR1 substrate,TrxR1 inh
Cc1nn(-c2ccccc2)c2sc(-c3nnc(SCC(=O)O)o3)cc12,-0.7,-0.1,?,9,-17,4%,-17%,175%[activator],0%
O=C(O/N=C(\c1ccccc1)c1ccccn1)c1cccc2ccccc12,12,0.0,5%,-12,-6,0%,-27%,-5%,-2%
CC(=O)Nc1ccc(C(=O)NCCc2ccccc2)cc1,0.4,0.1,-9%,-2,19,1%,-3%,-15%,-11%
CC(=O)N1CCN(CC(=O)Nc2ccccc2Sc2ccccc2)CC1,2.4,0.7,12%,4,14,3%,2%,3%,14%
CCCC(=O)Nc1ccc(Cl)c(NC(=S)NC(=O)c2ccco2)c1,0.8,-1.2,5%,1,-8,3%,-14%,-10%,-14%
CCC(CC)NC(=O)COC(=O)c1ccc2c(c1)C(=O)N(Cc1ccco1)C2=O,0.3,-0.5,4%,-6,6,-6%,5%,0%,-5%
COC(=O)c1cnc(Oc2ccc(NC(=O)NC(=O)c3c(F)cccc3F)cc2)cc1C(F)(F)F,-1.2,1.2,-3%,3,4,25%,-24%,12%,24%
CCOC(=O)C1CCCN(C(=O)c2cc(-c3ccncc3)nc3ccccc23)C1 (stereo not drawn),-0.3,0.7,2%,7,-4,2%,-12%,3%,8%
COc1cc(NC(=O)CCCNC(=O)Cn2cnc3sc(C)c(C)c3c2=O)cc(OC)c1OC,0.7,0.1,6%,-9,-19,-3%,-1%,2%,12%
O=C(Nc1cccc(S(=O)(=O)N2CCCCC2)c1)C1CC1,-0.1,0.2,-4%,25,-1,-13%,-19%,2%,21%
COC(=O)Cc1[nH]nc2c1C1(C(=O)N(Cc3ccc(Cl)cc3)c3ccccc31)C(C#N)=C(N)O2 (stereo not drawn),-0.1,0.0,-6%,4,-12,-17%,-15%,-4%,-14%
CCC1Sc2ccc(S(=O)(=O)CCC(=O)N3CCc4ccccc43)cc2NC1=O (stereo not drawn),-0.2,-0.7,3%,-4,-7,-5%,-10%,2%,-27%
CCCN1CNC(=S)N(c2ccccc2OCC)C1,0.0,0.3,-1%,4,-11,1%,-7%,-8%,-7%
COc1cc(/C=N/Nc2nc(C)cc(C)n2)ccc1OC(=O)c1ccco1,-0.5,-0.4,-3%,-5,-2,1%,-18%,5%,13%
C/C(=N\NC(=O)c1ccncc1)c1ccc(N2CCOCC2)cc1,-0.2,0.9,8%,4,0,1%,5%,-18%,-7%
CCOC(=O)/C(=N\Nc1ccccc1Cl)N(C)C1CCS(=O)(=O)C1 (stereo not drawn),0.3,-0.2,3%,9,-30,0%,-14%,-17%,-3%
COC(=O)c1c(C)noc1-c1snnc1C,0.3,0.6,8%,1,0,-3%,-1%,-3%,13%
CCC(C)(C)n1nnnc1C(c1ccc(Cl)cc1)N1CCN(C)CC1 (stereo not drawn),6.8,11,3%,-6,0,7%,-5%,-4%[57.1 µM],7%[57.1 µM]
COc1ccc(C(=O)NC(=S)Nc2ccc(N3CCOCC3)cc2)cc1Cl,-0.4,0.7,2%,-3,7,8%,-22%,2%,?
CCOc1ccccc1N(C(=O)c1ccco1)C(C(=O)NC1CCCC1)c1cccnc1 (stereo not drawn),0.1,-0.5,-7%,3,12,12%,-25%,-2%,3%
Cc1ccc(S(=O)(=O)C(CNC(=O)C(=O)NCCc2ccc(Cl)cc2)c2ccco2)cc1 (stereo not drawn),1.3,-0.3,-6%,-8,/,-14%,-45%,3%[57.1 µM],-3%[57.1 µM]
CCCc1nnc2n1N=C(c1ccc(C)cc1)CS2,1.2,-1.2,1%,-1,0,1%,-25%,-2%,-6%
Cc1nc([N+](=O)[O-])cn1Cc1cccc([N+](=O)[O-])c1,0.4,1.1,-3%,2,1,-8%,-11%,-8%,-1%
CCc1cc(=O)oc2c3c(cc(OCC(=O)NCc4ccccn4)c12)OC(C)(C)CC3,0.5,2.8,-4%,-7,12,-15%,-7%,271%[activator],1%
Cc1nn(-c2cc(N3CCCCC3)ccc2N)c(=O)c2ccccc12,1.3,0.0,6%,-10,8,0%,-3%,1%,-6%
N#Cc1ccccc1CSc1nnc(-c2ccccc2)o1,0.2,0.5,-4%,0,/,23%,-9%,-5%,10%
CCc1c(C)nc2[nH]nc(-c3ccccc3)n2c1=O,-0.7,0.1,-5%,6,-7,7%,-19%,10%[57.1 µM],7%[57.1 µM]
Cn1c2ccccc2n2c(=O)cc(-c3ccccc3)c(C#N)c12,1.5,0.2,5%,-1,-25,14%,4%,16%[57.1 µM],18%[57.1 µM]
C[C@@H](C(=O)Nc1ccc2ccccc2c1)[C@@H]1C[C@@]1(C)[C@@H](N)c1ccccc1,/,/,-8%,/,/,-1%,-7%,-1%,18%
Cc1[nH]c(=O)[nH]c(=O)c1/C=N\NC(=O)CCc1ccc(OC(C)C)cc1,2.3,0.4,/,3,6,/,/,/,/
CC(C)(C)SCCNC(=O)CN1C(=O)c2ccccc2S1(=O)=O,-0.1,0.2,-16%,1,6,12%,-17%,1%,5%

# Screening results (PubChem)
